sEH activator – activators of human soluble epoxide hydrolase. P34913. purified human sEH enzymatic activity, activator screen. AID 717. 0.04% of 91,000 active. activation, % at 2 µM; in the data active = activation above about 37%; note: values of inactives mirror those of a sister screen read the other way
Target sequence (P34913 whole entry, looked up): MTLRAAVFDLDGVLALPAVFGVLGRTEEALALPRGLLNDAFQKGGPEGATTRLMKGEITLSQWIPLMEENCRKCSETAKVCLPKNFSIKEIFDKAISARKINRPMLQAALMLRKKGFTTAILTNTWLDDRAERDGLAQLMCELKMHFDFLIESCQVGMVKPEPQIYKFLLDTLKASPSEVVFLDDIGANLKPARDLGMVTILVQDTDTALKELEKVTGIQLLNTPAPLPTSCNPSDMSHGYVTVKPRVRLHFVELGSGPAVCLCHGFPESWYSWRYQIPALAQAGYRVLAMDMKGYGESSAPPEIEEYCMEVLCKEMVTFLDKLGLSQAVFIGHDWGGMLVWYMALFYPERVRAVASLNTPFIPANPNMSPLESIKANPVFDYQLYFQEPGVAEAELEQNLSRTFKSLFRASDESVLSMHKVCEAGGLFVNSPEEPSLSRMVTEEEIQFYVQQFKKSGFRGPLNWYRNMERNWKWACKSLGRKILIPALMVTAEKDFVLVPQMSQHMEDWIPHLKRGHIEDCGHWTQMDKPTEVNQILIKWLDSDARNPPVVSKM
S1P2 antag – blocks the human S1P2 receptor | cell-based S1P2 antagonist assay, inhibition at 5 uM | inhibition, % at 5 µM | 0.21% of 97,000 active | AID 736; in the data active = inhibition above about 45%;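 note: CRE beta-lactamase reporter cells expressing human S1P2 stimulated with S1P; 0% = agonist at EC80 alone and 100% = agonist plus reference antagonist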
Target sequence (O95136 whole entry, looked up): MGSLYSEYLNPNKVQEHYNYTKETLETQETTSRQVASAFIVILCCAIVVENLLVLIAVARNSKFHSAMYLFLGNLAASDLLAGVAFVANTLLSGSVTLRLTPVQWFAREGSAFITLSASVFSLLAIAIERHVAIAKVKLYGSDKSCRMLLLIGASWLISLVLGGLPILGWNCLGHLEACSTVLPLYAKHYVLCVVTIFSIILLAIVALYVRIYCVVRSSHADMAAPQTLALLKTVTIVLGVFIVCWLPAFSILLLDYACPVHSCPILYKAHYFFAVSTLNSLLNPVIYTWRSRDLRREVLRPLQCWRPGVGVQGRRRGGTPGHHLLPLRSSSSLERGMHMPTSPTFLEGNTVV
sEH inh – soluble epoxide hydrolase (human) inhibition. inhibition, % at 2 µM. P34913. recombinant human sEH enzymatic activity assay. AID 707. 0.34% of 91,000 active; in the data active = inhibition above about 80%; note: values of inactives mirror those of a sister screen read the other way; many of its hits are not listed in these tables
CYP2C19 act – increases human CYP2C19 enzyme activity; recombinant CYP2C19, luciferin-H EGE luminescence; stronger effect = higher value; 0 = fully inhibited enzyme, 1 = untreated enzyme; activation factor at 5 µM; AID 1025; 96,000 tested, under 10 active;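 active = activation factor of at least 2 at 5 µM in the primary screen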;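 note: 0 = wells with 2.5 mM tranylcypromine and 1 = vehicle-only wells; values of inactives mirror those of a sister screen read the other way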
S1P2 agonist – S1P2 (human) receptor agonism; S1P2-expressing cell line, agonist reporter read-out; activation, % at 4.5 µM; 0.46% of 97,000 active; AID 729; in the data active = activation above about 16%;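 note: 0% = vehicle low control and 100% = maximal reference agonist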
CYP2C19 inhib – human CYP2C19 inhibition. P33261. inhibition, % at 5 µM. AID 778. 21% of 96,000 active. CYP2C19 Supersomes, luciferin-H EGE luminescence, 30 min;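 active = CYP2C19 inhibition above a set limit at 5 µM in the primary screen, cut at about 50% in these data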;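 note: plate controls were negative control wells for no effect and 2.5 mM tranylcypromine positive control for full effect; values of inactives mirror those of a sister screen read the other way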
DAT uptake mod – human DAT dopamine uptake with cocaine, either direction | Q01959 | LLC-PK1 hDAT cells, [14C]-dopamine uptake with cocaine IC80; actives deviate in either direction | B-score at 10 µM | 1.3% of 110,000 active | AID 449768;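 active = Z score or B-score, a plate-position-corrected score, falls beyond the plate's 99.7% confidence bounds, in either direction; inactive = both scores lie inside the 99.7% bounds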;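 note: scored against the spread of the other compound wells on the same plate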
PostGolgi ctrl – inhibits growth of the yeast control strain. efflux-deficient yeast background strain, growth absorbance A615, 16 h. inhibition, % at 10 µM. 5% of 98,000 active. AID 738
PostGolgi yeast – growth inhibition of a yeast mutant, post-Golgi transport screen. post-Golgi transport phenotypic cell assay. inhibition, % at 10 µM. 0.9% of 98,000 active. AID 739;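 note: yeast cells grown in 1536-well plates; yeast grown about 18 h at 30C before absorbance read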
Numbers without * were called inactive; nt = no result given. Cut-off read from the data, not from the text of the source, unless noted: active = inhibition above about 30%; inactive = the rest. Compounds were not picked by outcome; any-hit rate near 24%.

cpd | SMILES | S1P2 agonist | DAT uptake mod | S1P2 antag | CYP2C19 act | sEH activator | sEH inh | CYP2C19 inhib | PostGolgi ctrl | PostGolgi yeast
1 | Cc1ccc(-c2nnc(CSc3nc4cc5c(cc4cc3C)OCO5)o2)cc1 | -5 | -2.3 | 4 | 0.7 | -9 | 8 | 32 | 18 | -6
2 | CCN(CC(=O)NCc1cccs1)C(=O)c1cc(S(=O)(=O)N2CCOCC2)ccc1C | 0 | -0.13 | 13 | 0.7 | -14 | 17 | 34 | 0 | 14
3 | CC(=O)c1nn(-c2ccc(Br)cc2)cc1C(=O)c1ccco1 | -1 | 0.71 | -10 | nt | 14 | -14 | nt | nt | nt
4 | CCOC(=O)CSc1nc2cc(OCC)ccc2cc1C#N | nt | -0.68 | nt | 0.8 | nt | nt | 15 | 10 | 14
5 | O=[N+]([O-])c1ccc(N2CCN(S(=O)(=O)c3ccc4ccccc4c3)CC2)cc1NCc1ccco1 | -8 | -0.18 | 19 | 0.8 | -8 | 7 | 19 | -8 | -12
6 | CCCCc1ccc(NC(=O)CC(C)=O)cc1 | -3 | 0.11 | 10 | 0.9 | 1 | -1 | 14 | 1 | -2
7 | CCn1c(CNc2cccc(Cl)c2)nnc1SCC(=O)OC1CCCCC1 | -8 | nt | 12 | 0.3 | -7 | 4 | 74* | 23 | 12
8 | CC1CC(C)CN(C(=O)CSCC(=O)Nc2nc(-c3cccs3)cs2)C1 (centres undefined) | nt | nt | nt | 0.6 | nt | nt | 40 | 72* | 5
9 | c1ccc(OCCCCn2cnc3ccccc32)cc1 | -5 | 0.15 | -20 | 0.4 | 4 | 0 | 60* | 9 | 0
10 | COc1ccc2c(c1)CC/C(=C\C=C\c1ccccc1)C2=O | -8 | 1.7 | 0 | nt | -8 | 10 | nt | nt | nt
11 | CN1CCOc2cc(S(=O)(=O)Nc3ccc(F)cc3)ccc21 | -9 | -0.32 | 8 | 0.1 | nt | nt | 87* | 2 | -1
12 | COc1ccc(Cl)cc1NC(=O)CN(C)C1CCCCC1 | -1 | -0.43 | -3 | 0.1 | 2 | -1 | 86* | 12 | 20
13 | CCOc1ccc(NC(=O)c2cc3c(=O)n(C)c4ccccc4c3n2C)cc1 | -6 | -0.034 | 8 | 0.7 | nt | nt | 32 | 7 | 1
14 | Cc1ccc(C(=O)NCC(C)(C)N2CCOCC2)s1 | -2 | 1.3 | 19 | 0.4 | -4 | 6 | 55* | 4 | 2
15 | Cc1nnc(NC(=O)CSc2nnc(CNC(=O)c3ccccc3)n2-c2ccccc2)s1 | 0 | -0.71 | -16 | 1.1 | 0 | 4 | -10 | -1 | 4
16 | CCOc1ccc(C(=O)N2CCN(Cc3ccccc3)CC2)cc1 | -6 | 0.63 | 9 | 0.9 | 0 | 2 | 12 | 4 | -3
17 | CC(C)(C)c1cc(NC(=O)COc2ccc(Br)cc2)n(-c2ccccc2)n1 | -1 | 0.29 | -18 | 0.6 | 7 | -7 | 36 | 37* | 4
18 | CCc1ccccc1NS(=O)(=O)c1ccc2[nH]cc(C(=O)NCc3ccco3)c(=O)c2c1 | -6 | nt | 13 | nt | nt | nt | nt | 4 | -11
19 | Cc1ccc(-c2nc3cnccn3c2Nc2ccc3c(c2)OCO3)cc1 | -1 | 0.95 | -42 | 0.2 | 9 | -7 | 78* | 10 | 5
20 | CO/N=C/c1ccc(N2CCN(C(=O)c3ccc(Cl)cc3Cl)CC2)c([N+](=O)[O-])c1 | -12 | 1.4 | 12 | 0.7 | 2 | -1 | 26 | 19 | -3

One compound at a time (already shown):
CC1CC(C)CN(C(=O)CSCC(=O)Nc2nc(-c3cccs3)cs2)C1 (centres undefined) reads S1P2 agonist: nt; DAT uptake mod: nt; S1P2 antag: nt; CYP2C19 act: 0.6; sEH activator: nt; sEH inh: nt; CYP2C19 inhib: 40; PostGolgi ctrl: 72*; PostGolgi yeast: 5
Cc1ccc(C(=O)NCC(C)(C)N2CCOCC2)s1 reads S1P2 agonist: -2; DAT uptake mod: 1.3; S1P2 antag: 19; CYP2C19 act: 0.4; sEH activator: -4; sEH inh: 6; CYP2C19 inhib: 55*; PostGolgi ctrl: 4; PostGolgi yeast: 2

Next compounds follow:
cpd | SMILES | S1P2 agonist | DAT uptake mod | S1P2 antag | CYP2C19 act | sEH activator | sEH inh | CYP2C19 inhib | PostGolgi ctrl | PostGolgi yeast
21 | COC(=O)c1nn(-c2cccc(C(F)(F)F)c2)c(=O)cc1Sc1ccccn1 | -1 | 0.076 | 10 | 0.4 | 2 | -3 | 56* | -2 | 5
22 | Cc1nc2nc(Cc3ccccc3)[nH]n2c(=O)c1Cl | 0 | 0.75 | -7 | 1.1 | 11 | -8 | -14 | 0 | 4
23 | COc1ccc(C(C#N)N2CCCCCC2)cc1OC (centres undefined) | -10 | -1.4 | 15 | 1 | -3 | 3 | -2 | 6 | 0
24 | Cc1ccc(/C=C/C2=Cc3c(sc(NC(=O)CSc4n[nH]c(N)n4)c3C#N)C(C)(C)C2)o1 | -3 | 0.51 | 1 | 0.8 | -28 | 29 | 20 | -3 | -3
25 | COc1ccnc(N2CCN(c3ccc(Cl)cc3)CC2)c1C#N | -4 | 0.12 | 4 | 1 | 15 | -16 | 0 | 15 | 7
26 | CCOc1cc(CNCCO)cc(Br)c1OCc1ccc(Cl)cc1Cl | -4 | 0.89 | 18 | 0.6 | -4 | 6 | 38 | 90* | 27
27 | O=c1c2c3c(sc2nc2n1CCCS2)CCCC3 | -1 | 0.052 | 17 | 0.8 | nt | nt | 21 | 5 | 1
28 | O=C(O)c1ccc(CSc2nc(-c3ccc(Cl)cc3)cc(C(F)(F)F)n2)cc1 | -8 | 1.8 | -4 | 0.8 | 9 | -6 | 15 | 16 | 0
29 | CCOC(=O)c1[nH]nc2c1C(=O)N(CC)C2=O | -5 | 0.58 | -4 | 0.9 | 8 | -9 | 10 | 22 | 0
30 | CCC(c1nnnn1CCOC)N1CCN(Cc2ccccc2OC)CC1 (centres undefined) | 1 | -0.51 | 3 | 1.1 | -5 | 7 | -10 | 4 | 3
31 | COc1ccccc1Oc1coc2cc(O)ccc2c1=O | 4 | 0.24 | 5 | 0.9 | -6 | 6 | 7 | 9 | -3
32 | Cc1ccn2cc(C(=O)Nc3ccc4c(c3)OCCO4)nc2c1 | -3 | -0.34 | -8 | 0.9 | -3 | 4 | 6 | -3 | -1
33 | Cc1onc(-c2c(Cl)cccc2Cl)c1C(=O)N1CCCc2ccccc21 | 1 | 0.3 | -13 | 0.1 | 0 | 0 | 91* | 14 | 14
34 | O=C(Cn1cnc([N+](=O)[O-])n1)NCc1ccccc1 | -7 | nt | 16 | 1.1 | 6 | -4 | -9 | 4 | -1
35 | COc1cc(C(=O)ON=C2C(C)=CC(=O)C=C2C)cc(OC)c1OC | -4 | -0.032 | 3 | 1.1 | -1 | 1 | -5 | 10 | -6
36 | CCOC(=O)c1nc2nc(C)cc(=O)n2[nH]1 | nt | -0.16 | nt | 1.1 | nt | nt | -11 | -1 | 3
37 | Cc1nc2c([nH]c3ccc(Br)cc32)s1 | -1 | -0.4 | -30 | 1 | -2 | 5 | 2 | 18 | 6
38 | COC(=O)Cn1c2ccccc2c2nc(C)sc21 | -1 | 0.47 | -13 | 0.8 | -4 | 7 | 20 | 7 | -5
39 | CCOc1ccc(Nc2nc3c(c(=O)[nH]2)CCC3)cc1 | -6 | 1.1 | -14 | 0.9 | 10 | -10 | 7 | 6 | -4
40 | Cc1occc1C(=O)N1CCN(C(=O)C2CCCO2)CC1 (centres undefined) | nt | -0.69 | nt | 1.1 | nt | nt | -7 | 0 | 9
41 | Cc1cc(C)cc(OCc2ccc(C(=O)O)o2)c1 | -2 | 0.53 | -1 | 1 | 14 | -14 | 1 | 2 | -11
42 | COc1ccc(Oc2c(Cl)cnn(-c3ccc(F)cc3)c2=O)cc1 | -7 | -0.066 | -13 | 0.7 | -7 | 5 | 28 | 6 | -5
43 | CC1CC(Nc2ccccc2)=CC(=O)O1 (centres undefined) | -2 | -0.25 | -9 | 0.9 | 13 | -9 | 11 | 4 | 3
44 | CCOC(=O)c1[nH]c(C)c(C(=O)N2CCN(C(=O)OCC)CC2)c1CC | nt | -1.1 | nt | 1 | nt | nt | 1 | 11 | -7
45 | Cc1cc2ccccc2c(=O)n1CC(=O)N(C)c1ccc(F)cc1 | -2 | 0.43 | 1 | 0.4 | 3 | 0 | 60* | 5 | 2
46 | Cc1cc(NC(=O)c2c([N+](=O)[O-])c(C)nn2C)no1 | -9 | 0.98 | -17 | 0.9 | 5 | 0 | 14 | 8 | -11
47 | CCOc1ccc(N2C(=O)CC(Sc3nc4ccc(OCC)cc4s3)C2=O)cc1 (centres undefined) | -4 | 0.42 | 26 | nt | 14 | -11 | nt | nt | nt
48 | COc1ccc(N(C(=O)COc2ccccc2OC)S(=O)(=O)c2ccc(C)cc2)cc1 | -5 | -0.46 | 4 | 0.6 | 4 | 0 | 40 | 4 | -5
49 | c1ccc(-c2n[nH]c(-c3ccccn3)n2)cc1 | -4 | 1.1 | 16 | 1 | -1 | -1 | -4 | 7 | 8
50 | Cc1ccsc1C1C2=C(CC(C)(C)CC2=O)Nc2ncnn21 (centres undefined) | -6 | -1.2 | 15 | 1 | 22 | -24 | 0 | 4 | -17
51 | Cc1ccc(N(C)C(=O)N2CCN(S(=O)(=O)c3ccc4ccccc4c3)CC2)cc1 | -4 | 1.5 | -7 | 0.4 | -15 | 13 | 57* | 25 | -1
52 | COc1ccc(NC2c3ccccc3C(=O)N2Cc2ccco2)cc1OC (centres undefined) | nt | -0.13 | nt | 0.4 | nt | nt | 64* | 1 | -12
53 | CCCCCCNC(=O)C(C#N)c1nc2ccccc2nc1N1CCCC1 (centres undefined) | -2 | 1.3 | -21 | 0.7 | 1 | 0 | 28 | 9 | -1
54 | O=C(NCCc1ccccc1)NC1CCCCC1 | -3 | 0.28 | -3 | 0.4 | -82 | 82* | 59* | 11 | -3
55 | CSCCC(NC(=O)C1CC1)c1nc2ccccc2[nH]1 (centres undefined) | -5 | 0.54 | 14 | 0.9 | 7 | -9 | 13 | 2 | 1
56 | CCOC(=O)CNC(=O)c1c(C)nn(-c2ccccc2)c1Cl | -3 | 0.24 | 14 | 0.9 | 14 | -17 | 8 | 19 | -3
57 | CC(C)Cn1c(-c2ccco2)n[nH]c1=S | -6 | 1.8 | 5 | 0.8 | 0 | 2 | 16 | 7 | -2
58 | C=CCn1c(=O)c2ccccc2n2c(SCC(=O)NCc3cccs3)nnc12 | nt | 0.054 | nt | 0.9 | nt | nt | 15 | -2 | 10
59 | O=C(CCOc1ccccc1)Nc1ccccc1 | -8 | 0.45 | -5 | 0.4 | 0 | 0 | 62* | 10 | -2
60 | CCc1nc(C)cn1S(=O)(=O)c1cc(C)c(OC)cc1C | 0 | -1.6 | 5 | 0.4 | nt | nt | 62* | 0 | -2
61 | CC(=O)Nc1ccc(NC2=CC(=O)CC(C)(C)C2)cc1 | 2 | -0.2 | -12 | 1.1 | -7 | 8 | -8 | 6 | -1
62 | CCOC(=O)C1CCCN(c2c(NCCc3ccc(S(N)(=O)=O)cc3)c(=O)c2=O)C1 (centres undefined) | -10 | -0.67 | 5 | 1.1 | nt | nt | -8 | 6 | -2
63 | Cc1cn(C(=O)C(C)N2C(=O)c3ccccc3C2=O)c(C)n1 (centres undefined) | 0 | 0.78 | -6 | 0.5 | 16 | -16 | 50* | -4 | -2
64 | O=C(c1ccccc1)N1CCN(c2ccc(NCc3ccc4c(c3)OCO4)cc2)CC1 | -6 | -1.6 | -6 | 0.6 | 17 | -17 | 44 | 17 | -1
65 | O=C(NCc1ccc2c(c1)OCO2)C1CCCN1C(=O)Nc1ccc(F)cc1 (centres undefined) | -4 | -0.45 | 24 | 1 | nt | nt | 2 | 3 | 16
66 | COc1ccc(S(=O)(=O)N2CCCC(C(=O)NCc3ccncc3)C2)cc1 (centres undefined) | -4 | 1.3 | 7 | 0 | -4 | 3 | 99* | 2 | -1
67 | c1ccc(-c2nn3c(Cn4nnc5ccccc54)nnc3s2)nc1 | -2 | 0.052 | -12 | 0.2 | -1 | 2 | 78* | 4 | -7
